# LYPLA1 counter: counter-screen for PME1 inhibitors: inhibitors of human LYPLA1. O75608. recombinant LYPLA1, FP-Rh probe fluorescence polarization. inhibition, % at 5.9 µM. 0.16% of 320,000 active;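 active = inhibition above the mean of all tested compounds plus 3 SD, set per campaign, cut at about 14% in these data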;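 also: inhibitors block serine hydrolase probe labeling of LYPLA1 so polarization falls; 0% = enzyme with DMSO and 100% = wells lacking LYPLA1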
# PAFAH1B3 inh: blocks human PAF acetylhydrolase 1B catalytic subunit 3. recombinant PAFAH1B3, FP-rhodamine probe, fluorescence polarization. inhibition, % at 3.39 µM. 0.28% of 340,000 active. AID 492972;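 active = inhibition above the screen-wide average of all tested compounds plus 3 SD, cut at about 25% in these data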;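 also: 0% = enzyme with DMSO only and 100% = wells lacking PAFAH1B3 protein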
# Target sequence (Q15102 whole entry, looked up): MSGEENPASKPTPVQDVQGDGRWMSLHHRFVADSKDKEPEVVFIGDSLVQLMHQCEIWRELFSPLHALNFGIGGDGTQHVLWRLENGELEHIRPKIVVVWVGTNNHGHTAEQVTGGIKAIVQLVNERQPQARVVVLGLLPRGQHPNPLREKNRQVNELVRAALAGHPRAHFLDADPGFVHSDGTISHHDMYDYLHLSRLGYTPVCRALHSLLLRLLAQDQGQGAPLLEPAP
# PREPL inhibitor: inhibits the human prolyl oligopeptidase-like enzyme | recombinant PREPL, fluorescence polarization activity-based probe | 0.68% of 320,000 active | Q4J6C6 | inhibition, % at 5.96 µM; in the data active = inhibition above about 43%;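 also: 0% = enzyme with DMSO and 100% = wells lacking enzyme; many of its hits are not listed in these tables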
# PAFAH1B2 FP inh: PAFAH1B2 (human) inhibition | P68402 | 1.2% of 340,000 active | inhibition, % at 3.39 µM | AID 492953 | recombinant PAFAH1B2, FP-rhodamine activity probe, fluorescence polarization;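 active = inhibition above the mean of all tested compounds plus 3 SD, cut at about 24% in these data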;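 also: 0% = enzyme with DMSO and 100% = wells lacking PAFAH1B2; many of its hits are not listed in these tables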
# Target sequence (P68402 whole entry, looked up): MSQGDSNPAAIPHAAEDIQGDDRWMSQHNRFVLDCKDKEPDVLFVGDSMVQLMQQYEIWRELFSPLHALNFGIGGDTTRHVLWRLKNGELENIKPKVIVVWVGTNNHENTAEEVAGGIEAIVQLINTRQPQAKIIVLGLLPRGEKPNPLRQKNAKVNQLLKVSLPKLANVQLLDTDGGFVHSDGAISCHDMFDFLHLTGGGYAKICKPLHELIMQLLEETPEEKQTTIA
# PAD4 FP inh: blocks human protein arginine deiminase 4; recombinant PAD4, RCA probe fluorescence polarization; inhibition, % at 6.36 µM; 0.41% of 330,000 active; AID 485272;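 active = percent inhibition above a cutoff equal to the mean of all tested compounds plus 3 SD, cut at about 15% in these data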;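 also: 0% = PAD4 with RCA probe and DMSO and 100% = probe without PAD4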
# GSTO1 inh: GSTO1 inhibition, counter-screen for RBBP9 inhibitors; P78417; inhibition, % at 5.96 µM; recombinant GSTO1, activity-based probe fluorescence polarization; AID 1974; 1.1% of 300,000 active;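 active = inhibition above the campaign mean inhibition plus 3 SD, cut at about 35% in these data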;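 also: 0% = GSTO1-1 with DMSO and 100% = wells lacking GSTO1-1 enzyme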
# PME-1 inh: blocks human protein phosphatase methylesterase 1 | recombinant PME-1, FP-Rh probe fluorescence polarization | inhibition, % at 5.9 µM | 0.53% of 320,000 active;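 active = inhibition above the campaign mean of all compounds plus 3 SD, cut at about 26% in these data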;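 also: competitive labeling of PME-1 active site by serine hydrolase directed probe; 0% = PME-1 with DMSO and 100% = wells lacking PME-1 enzyme; inhibitors block probe labeling so polarization falls and inhibition rises; many of its hits are not listed in these tables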
# LYPLA2 inh: counter-screen for PME1 inhibitors: inhibitors of human LYPLA2 | AID 2177 | recombinant LYPLA2, FP-Rh probe fluorescence polarization | inhibition, % at 5.9 µM | O95372 | 0.38% of 320,000 active;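 active = inhibition above the screen-wide mean plus 3 SD, limit set per campaign, cut at about 26% in these data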;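 also: 0% = LYPLA2 with DMSO and 100% = wells lacking LYPLA2 enzyme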
# pPAFAH inh: inhibitors of human plasma PAF acetylhydrolase (pPAFAH); inhibition, % at 3.39 µM; AID 463082; recombinant pPAFAH, FP-rhodamine probe fluorescence polarization; 1.5% of 330,000 active;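 active = inhibition above the mean inhibition across the screen plus 3 SD, cut at about 25% in these data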;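 also: inhibitors block binding of the rhodamine activity-based probe so polarization drops; 0% = enzyme with DMSO and 100% = wells lacking pPAFAH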
# Target sequence (Q13093 whole entry, looked up): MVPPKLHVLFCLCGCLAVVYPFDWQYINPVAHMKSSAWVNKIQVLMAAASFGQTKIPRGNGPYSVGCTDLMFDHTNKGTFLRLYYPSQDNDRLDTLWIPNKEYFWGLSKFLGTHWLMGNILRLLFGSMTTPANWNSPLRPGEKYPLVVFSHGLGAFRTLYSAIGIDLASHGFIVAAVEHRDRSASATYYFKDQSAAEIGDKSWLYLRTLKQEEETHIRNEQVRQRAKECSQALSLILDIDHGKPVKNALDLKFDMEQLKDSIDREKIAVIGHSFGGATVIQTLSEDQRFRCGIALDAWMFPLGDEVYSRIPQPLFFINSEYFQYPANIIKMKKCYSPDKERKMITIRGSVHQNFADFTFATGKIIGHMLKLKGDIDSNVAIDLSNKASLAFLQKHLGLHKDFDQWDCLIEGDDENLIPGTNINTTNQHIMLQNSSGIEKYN
# * hit, by the source's call; . = not tested or not shown.
# Screens in order: GSTO1 inh	LYPLA1 counter	PREPL inhibitor	PME-1 inh	PAFAH1B2 FP inh	LYPLA2 inh	PAD4 FP inh	pPAFAH inh	PAFAH1B3 inh
> COc1cc(CN2CCC(C(=O)NCC(C)(C)CN(C)C)CC2)ccc1OCc1ccccc1
  -9	-1	4	0	1	2	3	7	6
> COc1ccccc1NC(=O)N1CCc2c([nH]c3ccccc23)C1C(F)(F)F (configuration not stated)
  0	-2	-7	0	4	-3	2	2	4
> O=C(CN1CCN(C(=O)c2ccco2)CC1)Nc1ccc(F)cc1F
  10	1	-3	1	0	12	4	3	6
> CCn1c2ccccc2c2cc(NC(=O)CSc3nnc(-c4ccc(OC)cc4)n3N)ccc21
  4	-3	18	-2	0	-1	0	5	6
> O=C(Nc1ccccc1)N1C2CCC1CC(O)(c1cccnc1)C2 (configuration not stated)
  -1	0	-11	-7	0	-5	-4	1	14
> COc1ccc(C2=C(C#N)C(=O)OC2)cc1
  2	-2	-14	-17	0	-7	-5	-2	-5
> Cc1noc(NS(=O)(=O)c2ccc(NC(=O)c3cc4ccccc4o3)cc2)c1C
  .	.	26	.	9	.	4	1	15
> CCC(C)(C)C(=O)Nc1nnc(CCc2ccccc2)s1
  -4	-4	-1	-2	3	-2	-3	4	6
> Cc1ccc(-c2nnc(Cc3ccc([N+](=O)[O-])cc3)o2)cc1
  5	4	-7	-4	2	0	-1	8	4
> Cc1ccc(NC(=O)CC2=NC(=O)C(CC(=O)Nc3ccccc3C)S2)cc1 (configuration not stated)
  -9	-7	19	-10	6	-9	-8	-6	-5
> CS(=O)(=O)c1ccc(Cl)c(NC(=O)COC(=O)c2cccc(S(=O)(=O)N3CCCCC3)c2)c1
  4	0	1	4	2	5	-2	2	6
> CCC(=O)N1CCc2cc(S(=O)(=O)CCC(=O)NCc3cccs3)ccc21
  -4	2	2	-2	-5	-3	-1	6	15
> CCOc1ccccc1CNS(=O)(=O)c1ccc2c(c1)oc(=O)n2C
  5	4	2	4	-7	-3	-1	-4	5
> Cc1ccc(C(=O)c2sc3c(c2N)c(=O)[nH]c(=O)n3CCc2ccccc2)cc1
  -3	-7	26	-2	5	-8	2	-1	9
> O=[N+]([O-])c1ccc2nc(-c3ccccc3)cc(-c3ccccc3)c2c1
  2	4	1	-6	3	5	5	1	1
> O=c1c2ccccc2nc2n1C(CSc1ccc(Br)cc1)CN2 (configuration not stated)
  1	1	-12	-3	8	1	-1	1	3
> COc1ccccc1OC(=O)c1ccc2nsnc2c1
  -5	4	9	-17	3	14	0	9	5
> COc1ccc(S(=O)(=O)N(CC(=O)NCc2ccco2)c2ccccc2)cc1
  1	6	3	4	4	5	2	1	4
> Cc1cccc(NC(=O)c2ccccc2C(=O)O)c1
  4	-2	11	0	-1	-1	-2	3	3
> Cc1cc(C)cc(-n2ncc3c2CCCC3NC(=O)CN2CCCCC2=O)c1 (configuration not stated)
  3	1	1	3	2	1	-2	5	7
> COc1cc(NC(=O)c2ccccn2)cc(OC)c1OC
  -6	4	14	-2	1	0	-4	-1	9
> O=C(O)c1ccc2c(c1)c1c3n2CCNC3CCC1 (configuration not stated)
  7	1	2	0	3	12	3	9	0
> CCOc1ccc(NC(=O)C2CCN(S(=O)(=O)c3c(C)n[nH]c3C)CC2)cc1
  -5	1	-10	-2	-3	0	-6	4	2
> O=C(N/N=C/c1cccc(O)c1)c1ccc(COc2ccccc2Br)cc1
  -48	-49	-20	-75	-38	-90	-4	-43	-35
> COc1ccc(CN2CCC(n3nccc3NC(=O)C3CCCC3)CC2)cc1
  -1	-2	5	1	2	-4	1	-2	5
> C[C@H]1CN([C@@H](C)CO)C(=O)c2cccc(NC(=O)C3CC3)c2O[C@H]1CN(C)Cc1ccc(-c2ccccc2)cc1
  .	.	41	.	4	.	-1	-2	2
> COc1ccccc1N=C1SCC(=O)N1Cc1ccco1
  4	-3	-2	0	9	-8	-4	4	13
> COc1ccc(CCCc2nnc(SCC(=O)NN)o2)cc1
  9	-1	-5	-2	6	3	-4	1	13
> CCOc1ccccc1N(C)C(=O)c1ccc2c(=O)n3c(nc2c1)CCCCC3
  0	-2	0	-2	-2	2	0	3	3
> Cc1ccc2c(c1)nc(-n1nc(C)cc1C)c1nnnn12
  -1	-2	4	4	-6	2	-2	0	1
> COc1cc(=O)n(C)c2ccccc12
  4	0	4	-3	1	-2	-1	-3	6
> CCOC(=O)c1cc(-c2ccc(OC(F)F)cc2)nc2nc(SC)[nH]c(=O)c12
  -11	1	8	1	5	-1	-6	3	15
> CCN1/C(=C/c2cc[n+](C)cc2)C=Cc2cc(C)ccc21
  -5	-4	36	-15	-7	-11	-1	1	-23
> CN(C)c1cccc(C(=O)Nc2cccc(F)c2)c1
  -3	2	4	4	5	2	2	3	-1
> Oc1ccc(/C=N/NC(=S)N2CCOCC2)cc1
  8	-4	24	0	5	-2	0	9	2
> CNc1oc(-c2ccccc2)nc1C#N
  -4	-3	-5	-4	0	1	-1	4	11
> O=C(O)c1ccc(-n2cccc2/C=C2/NC(=O)N(c3ccccc3)C2=O)cc1
  34	-1	23	-15	14	6	4	29*	12
> O=[N+]([O-])c1ccc(S(=O)(=O)NCC2CCCO2)cc1 (configuration not stated)
  4	-3	5	2	3	-1	2	1	6
> COc1cccc(OCCn2cc(C(=O)c3ccco3)c3ccccc32)c1
  -14	-11	-1	-12	-4	-12	-7	-10	7
> O=C(NCC1CCCO1)c1ccc(CS(=O)(=O)c2c(Cl)cccc2Cl)o1 (configuration not stated)
  2	4	-2	-2	3	-6	1	0	5
> COc1ccc(N2CCN(CC(O)COc3cc(C)ccc3C)CC2)cc1 (configuration not stated)
  -5	-5	6	0	8	6	1	5	7
> CCOc1ccc(CN2CCN(Cc3cccn3-c3nccs3)CC2CCO)cc1 (configuration not stated)
  1	0	3	-2	-3	-3	-1	2	1
> CCCCNC(=O)c1cc2cc(CC)ccc2[nH]1
  1	-3	0	-7	-4	0	4	2	2
> C=CCNc1cc(C)oc(=O)c1C(=O)CC
  6	0	17	1	3	5	-4	0	1
> CC(=O)c1nc(N2C(=O)CC(Cc3cc(C)cc(C)c3)C2=O)sc1C (configuration not stated)
  -1	0	2	1	7	-3	1	-5	5
> CCC(=O)NC(c1cccc([N+](=O)[O-])c1)c1c(OC(C)=O)ccc2ccccc12 (configuration not stated)
  6	-1	-4	16	3	2	8	1	5
> Cc1cc(NC(=O)CSc2nnc(-c3ccccc3)n2C)no1
  21	-1	2	0	7	1	0	3	7
> C(=N\Nc1ccc2ccccc2n1)/c1ccc2c(c1)OCCO2
  2	4	14	-13	2	9	0	6	10
> Cc1ccccc1C(=O)Nc1ccnn1C1CCN(C(=O)c2ccoc2)CC1
  3	0	5	2	4	-1	-4	-2	10
> CCCN(C(=O)c1ccccc1N)c1c(C)n(C)n(-c2ccccc2)c1=O
  8	4	-4	2	5	1	-9	5	6
> O=C(Cc1ccc(Cl)cc1)NCCS(=O)(=O)N1CCN(c2ccccc2F)CC1
  -11	0	-51	-1	3	5	-4	4	-2
> COc1cc(/C=C2\SC(=S)N(NC(=O)c3ccncc3)C2=O)ccc1O
  -139	-93	-206	-173	-84	-180	-35	-53	-132
> COC(=O)C(NC(=O)c1cccnc1Cl)C(C)C (configuration not stated)
  6	0	16	0	6	-1	-5	-2	6
> COc1cccc(N2C(=O)C(Cc3c[nH]c4ccccc34)NC2=S)c1 (configuration not stated)
  0	1	-5	-6	9	4	-4	-2	10
> COc1cc(/C=C2\SC(=S)N(CC(=O)Nc3ccccn3)C2=O)cc(OC)c1OC
  -3	-5	4	-7	-8	-11	-13	-3	-7
> COc1ccc(CCNC(=O)COC(=O)/C=C/c2ccc(OCC#N)c(OC)c2)cc1OC
  6	3	20	5	5	5	3	3	-9
> Cc1csc(NC(=O)CSc2nccn2Cc2ccco2)n1
  2	-5	-1	0	3	-7	0	3	-4
> Cc1sc(NC(=O)CN(C(=O)c2ccccc2F)C2CCCC2)c(C(N)=O)c1C
  1	1	-1	-1	-2	-2	-4	5	-3
> CCC(C)(C(=O)NC1CCCCC1)N(Cc1cccs1)C(=O)CC1NC(=O)NC1=O (configuration not stated)
  -1	-1	6	-4	3	-5	-3	-4	-5
> CN(Cc1ccccc1F)C(=O)c1ccccc1Sc1ccccc1C#N
  2	3	7	11	3	4	-2	-2	4

# More structures.
# Screens in order: GSTO1 inh	LYPLA1 counter	PREPL inhibitor	PME-1 inh	PAFAH1B2 FP inh	LYPLA2 inh	PAD4 FP inh	pPAFAH inh	PAFAH1B3 inh
> COc1cccc(NC(=O)Nc2ccc3nc(C)c(C)nc3c2)c1
  -10	-6	5	-5	-1	-17	-2	-3	0
> Cc1noc(C)c1C(=O)OCC(=O)Nc1c(F)cccc1F
  8	7	-3	7	0	4	-1	3	3
> COc1ccc(-n2nc(C(N)=O)nc2-c2ccccc2)cc1
  2	-2	11	2	0	-4	1	-2	5
> Cn1c(SCC(=O)c2c(N)n(C)c(=O)n(C)c2=O)nnc1-c1ccccc1F
  -6	-1	6	-2	3	11	-3	5	10
> Cc1cc(=O)oc2cc(OC(C)C(=O)Nc3ccc(N4CCOCC4)cc3)ccc12 (configuration not stated)
  2	4	12	0	4	-2	-3	2	12
> Cc1ccc(-c2cc(C(F)(F)F)nc(SCC(=O)c3cccc([N+](=O)[O-])c3)n2)cc1
  -1	-4	2	1	-4	-12	3	0	3
> CC1(C)Cc2nc(Cl)c(C(N)=O)cc2CO1
  9	0	8	-5	4	2	0	3	7
> CC(OC(=O)Cn1cnc2c1c(=O)n(C)c(=O)n2C)C(=O)NCc1ccccc1 (configuration not stated)
  -5	0	-6	0	-4	0	0	2	3
> CN(C(=O)CSc1nc2ccccc2[nH]1)C1CCS(=O)(=O)C1 (configuration not stated)
  .	-2	6	3	-2	-1	1	4	8
> c1ccc(OCc2noc(CN3CC[C@@H]4CCCC[C@H]4C3)n2)cc1
  7	1	-9	-3	1	3	-2	-5	5
> COc1ccc(NC(=O)c2ccc(C(=O)c3ccccc3)o2)cc1
  -5	-4	7	-6	6	0	5	1	10
> Cc1nc(N2CCCC2C(=O)O)c2oc3ccccc3c2n1 (configuration not stated)
  -14	9	0	5	2	4	-2	6	5
> CC(=O)NC(c1ccco1)c1cc(Cl)c2ccccc2c1O (configuration not stated)
  .	-1	-2	2	0	-1	-6	11	7
> O=C(O)C1=NN(c2c(F)c(F)cc(F)c2F)C(=O)CC1
  11	1	11	-3	7	-4	0	-1	0
> COc1ccc(-c2nc(C(N)=O)c3[nH]c(=O)n(-c4cccc(C)c4)c3n2)c(OC)c1
  -2	3	4	5	4	-1	1	0	-3
> CCOc1ncccc1C(=O)Nc1ccc(S(=O)(=O)NC2=NCCCCC2)cc1
  6	0	2	3	-2	2	3	1	2
> CC1Cc2ccccc2N1C(=O)CN1CCN(S(=O)(=O)c2cccs2)CC1 (configuration not stated)
  .	-1	5	0	1	-3	-4	-6	6
> Cc1cc(C)n2nc(SCC(=O)Nc3ccc(S(=O)(=O)N(C)C)cc3)nc2n1
  .	-1	1	7	2	1	-3	0	0
> O=C(CN1C(=O)c2ccccc2S1(=O)=O)Nc1cccc(S(=O)(=O)N2CCOCC2)c1
  .	.	11	.	11	.	-2	5	9
> Cc1nc2ccccc2c(=O)n1NS(C)(=O)=O
  -1	0	-4	-3	2	-3	-5	1	-6

# This is a subset. The share of hits here may be higher or lower than overall.
